Screens as filed in PubChem BioAssay.
LMP1 NFkB inh – EBV LMP1-driven NF-kappaB luciferase reporter inhibitors, primary screen, cell-based, luminescence, single point | inhibition, % at 12.5 µM | 350,000 tested, 0.69% active | LMP1-induced NF-kappaB luciferase reporter cells; in the data active means inhibition above about 41%;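 further: 0% = neutral control wells and 100% = reference inhibitor control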
NCOA1 inh – SRC1 coactivator transcriptional activity inhibitors, primary screen, cell-based, luminescence; Nuclear receptor coactivator 1 (Homo sapiens), Q15788; HEK293 GAL4-SRC1 luciferase reporter; inhibition, % at 3.6 µM; 360,000 tested, 0.12% active;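 active means inhibition above the campaign mean plus 3 SD, with each screening campaign given its own cutoff, cut at about 60% in these data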;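 further: 0% = DMSO treated cells and 100% = gossypol at 36 µM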
TROY signal inh – inhibitors of TROY-driven NF-kB signaling, primary screen, Q293 LMP1-TROYcd cells, NF-kB luciferase, uHTS | Q293 LMP1-TROYcd NF-kB luciferase reporter, 4 h | inhibition, % at 10 µM | 360,000 tested, 0.98% active | AID 1347056, 2019;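 active means compounds whose plate-normalised and pattern-corrected inhibition of the luciferase reporter signal at the single screening dose is 50% or more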
SRC3 inh – SRC3 coactivator transcriptional activity inhibitors, primary screen, cell-based, luminescence; Nuclear receptor coactivator 3 (Homo sapiens), Q9Y6Q9; HEK293 GAL4-SRC3 luciferase reporter; inhibition, % at 3.6 µM; 360,000 tested, 0.17% active; AID 588352, 2011;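 active means inhibition above a per-campaign cutoff, the mean of all compounds plus 3 SD, cut at about 60% in these data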;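 further: 0% = DMSO-treated cells and 100% = gossypol-treated cells at 36 µM; higher means less SRC3-driven luciferase light from the GAL4 reporter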
Target sequence (Q9Y6Q9 whole entry, looked up, the tested form may be a part): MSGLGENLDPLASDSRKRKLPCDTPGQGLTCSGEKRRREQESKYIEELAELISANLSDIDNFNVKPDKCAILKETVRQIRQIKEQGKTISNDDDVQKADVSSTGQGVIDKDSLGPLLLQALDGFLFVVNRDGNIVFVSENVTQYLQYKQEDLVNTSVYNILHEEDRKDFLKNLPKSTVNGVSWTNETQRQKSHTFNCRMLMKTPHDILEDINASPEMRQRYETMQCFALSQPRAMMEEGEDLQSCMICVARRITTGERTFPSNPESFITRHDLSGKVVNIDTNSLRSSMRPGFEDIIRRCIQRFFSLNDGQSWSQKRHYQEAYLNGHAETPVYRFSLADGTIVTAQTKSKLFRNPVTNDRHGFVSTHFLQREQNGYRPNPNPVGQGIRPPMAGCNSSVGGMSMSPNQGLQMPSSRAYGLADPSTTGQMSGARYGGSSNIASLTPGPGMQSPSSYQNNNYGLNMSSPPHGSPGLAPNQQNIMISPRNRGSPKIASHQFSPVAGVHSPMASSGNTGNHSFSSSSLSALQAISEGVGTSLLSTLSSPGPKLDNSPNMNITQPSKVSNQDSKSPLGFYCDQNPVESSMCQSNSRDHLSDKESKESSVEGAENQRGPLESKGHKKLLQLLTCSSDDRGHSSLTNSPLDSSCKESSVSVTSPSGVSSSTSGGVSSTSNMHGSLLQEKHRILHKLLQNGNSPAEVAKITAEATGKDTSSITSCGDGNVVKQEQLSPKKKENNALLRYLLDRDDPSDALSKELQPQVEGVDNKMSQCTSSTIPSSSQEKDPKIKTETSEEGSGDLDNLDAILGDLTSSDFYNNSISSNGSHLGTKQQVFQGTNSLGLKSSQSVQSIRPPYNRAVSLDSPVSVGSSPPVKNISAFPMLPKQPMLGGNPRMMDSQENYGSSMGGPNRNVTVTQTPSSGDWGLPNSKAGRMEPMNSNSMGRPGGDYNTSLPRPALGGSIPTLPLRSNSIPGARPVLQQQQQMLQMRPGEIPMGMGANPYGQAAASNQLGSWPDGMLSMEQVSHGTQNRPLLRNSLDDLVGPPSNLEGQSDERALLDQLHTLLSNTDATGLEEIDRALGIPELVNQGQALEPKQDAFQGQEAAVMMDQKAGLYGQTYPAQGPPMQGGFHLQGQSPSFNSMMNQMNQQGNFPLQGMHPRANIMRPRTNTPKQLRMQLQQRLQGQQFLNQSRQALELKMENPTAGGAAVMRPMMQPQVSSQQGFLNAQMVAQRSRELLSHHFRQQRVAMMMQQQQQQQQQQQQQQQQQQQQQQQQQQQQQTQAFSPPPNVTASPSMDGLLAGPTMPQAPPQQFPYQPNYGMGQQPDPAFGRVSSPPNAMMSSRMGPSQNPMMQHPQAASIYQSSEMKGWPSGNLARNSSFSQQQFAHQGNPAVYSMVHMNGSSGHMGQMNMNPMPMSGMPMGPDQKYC
NR5A2 inv ag – LRH-1 (NR5A2) inverse agonists, primary screen, cell-based, luminescence, HEK293T, StAR-luciferase reporter. Nuclear receptor subfamily 5 group A member 2 (Homo sapiens), O00482. LRH-1 transfected, 24 h. inhibition, % at 3.6 µM. AID 602396, 2012. 360,000 tested, 0.13% active;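 active means inhibition above the mean inhibition of all tested compounds plus 3 SD, cut at about 73% in these data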;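 further: 0% = DMSO wells and 100% = reporter-only cells lacking LRH-1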
CF NFkB block – inhibitors of PAF-induced NF-kB signaling, primary screen, cell-based, GFP fluorescence, uHTS; KKLEB NF-kB-GFP reporter, GFP fluorescence overnight; inhibition, % at 5 µM; 360,000 tested, 0.86% active;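 active means at least 50% inhibition at 5 µM, scaled per plate between neutral and stimulator controls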;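 further: PAF is a Pseudomonas aeruginosa culture filtrate used as stimulus; plate controls were PAF-stimulated DMSO wells for no effect and unstimulated DMSO wells for full effect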
KKLEB tox – cytotoxicity in KKLEB CF airway cells, primary screen, cytotoxicity control for CF NF-kB inhibitor project, cell-based, uHTS, fluorescence assay plates; KKLEB CF airway cells viability, ATPlite luminescence, overnight; active compounds read low; cells stimulated with P. aeruginosa culture filtrate; activity change (cytotoxicity), % at 5 µM; 360,000 tested, 0.36% active; AID 602141, 2011;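 active means corrected activity change at or below -50% at 5 µM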
C8 TRAIL sens – viability loss with TRAIL in NB7+C8 cells, primary screen, TRAIL sensitizer project, cell-based, ATPlite luminescence; 360,000 tested, 1% active; inhibition (viability loss, TRAIL sensitization), % at 10 µM;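 active means compounds causing at least 50% loss of cell viability in the single-dose screen, relative to plate controls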
NCOA2 inhibitor – inhibition of GAL4-SRC2 driven luciferase reporter, primary screen, SRC2 inhibitor project, cell-based, luminescence | 370,000 tested, 0.17% active | inhibition, % at 9 µM | HEK293 GAL4-SRC2 luciferase reporter | Nuclear receptor coactivator 2 (Homo sapiens), Q15596;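 active means inhibition above the mean inhibition of all tested compounds plus 3 SD, set per campaign, cut at about 52% in these data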;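 further: 0% = DMSO treated cells and 100% = cells given Gossypol at 36 µM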
TWEAK Fn14 block – inhibitors of TWEAK-Fn14 signaling, primary screen, luciferase reporter cells, uHTS; 360,000 tested, 2% active; TWEAK-stimulated Fn14 reporter cells, luciferase luminescence, 8 h; AID 1159606, 2016; inhibition, % at 10 µM; in the data active means inhibition above about 50%
COUP-TFII inh – NR2F2 transcriptional activity inhibitors, primary screen, cell-based, luciferase reporter, HEK293T, luminescence. inhibition, % at 8.6 µM. COUP transcription factor 2 (Homo sapiens), P24468. HEK293T NGFI-A luciferase reporter. 370,000 tested, 0.7% active;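 active means inhibition above a per-plate cutoff, mean inhibition of test wells between control levels plus 3 SD, cut at about 38% in these data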;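 further: cells cotransfected with COUP-TFII expression vector driving the NGFI-A reporter; 0% = median of COUP-TF2 test wells and 100% = reporter-only cells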
The depositor's hits bear a star; nt = not tested or not shown.

SMILES	LMP1 NFkB inh	NCOA1 inh	TROY signal inh	SRC3 inh	NR5A2 inv ag	CF NFkB block	KKLEB tox	C8 TRAIL sens	NCOA2 inhibitor	TWEAK Fn14 block	COUP-TFII inh
O=C(CCNS(=O)(=O)c1ccc(Cl)cc1)NCc1ccccn1	-3.3	-11.2	-20.1	5.0	15.0	7.5	5.4	6.3	-9.7	-8.3	5.0
Cc1cnc(C)c(N2CCN(Cc3nc(-c4ccc(C)o4)oc3C)CC2)n1	4.0	-32.1	1.4	-13.4	8.3	7.6	-11.8	-4.2	1.3	-21.5	-16.3
COc1cccc(NC(=O)C2CSC3(C)CCC(=O)N23)c1 (centres undefined)	-0.9	-0.6	-6.2	2.5	5.9	23.9	-10.8	10.5	-29.2	-11.0	-3.4
CCC(C)NC(=O)c1ccc(N2CCC3(CC2)OCCO3)c([N+](=O)[O-])c1 (centres undefined)	-15.0	-14.7	-11.5	-19.7	-9.4	-2.0	0.3	-2.4	-24.2	-16.4	5.6
CN(C(=O)c1ccncc1)c1ccccc1	-12.1	-9.7	6.3	-11.5	-2.9	-6.4	-7.2	-3.2	14.4	17.5	3.5
CCn1ncc(C(=O)Nc2ccc(S(=O)(=O)N3CCCC3)cc2)c1C	3.4	-35.1	-2.6	10.4	-0.9	18.8	2.1	3.9	-11.9	1.7	-3.6
CC1(C)Cc2c(cnn2-c2cccc(F)c2)C(NC(=O)CCc2cnccn2)C1 (centres undefined)	-7.9	-13.7	-32.5	-32.9	-14.8	7.0	1.8	0.2	-17.2	-0.9	-4.4
COc1ccc(C(CC(=O)N2CCN(c3ccccc3)CC2)c2c(O)cc(OC)cc2OC)cc1 (centres undefined)	-1.1	-9.2	-7.1	-9.3	-31.7	13.7	-5.0	-31.2	-0.7	12.3	6.5
CCc1nc2ccc(C(=O)N(C)CCN(C)C)cn2c1N(CC)CCOC	nt	-23.1	5.6	-6.3	-4.5	-5.0	9.7	4.2	-7.9	2.2	-17.0
CC[C@@]12C(=O)N(c3cccc(C)c3)C(=O)N1[C@H](c1ccc(Br)cc1)[C@@H]1C(=O)N(C(C)(C)C)C(=O)[C@@H]12	-3.8	10.0	-3.5	-10.1	2.4	1.3	12.3	12.5	-29.7	22.9	1.2
COc1cccc(CN(C)CCCn2cnc(C(=O)Nc3ccc(C)c(C)c3)n2)c1	-3.7	0.1	15.3	-11.5	13.8	-8.4	-3.2	0.2	7.1	-3.4	27.6
Cc1noc(C)c1COc1ccccc1C(=O)NCc1ccccc1Cl	0.2	-4.6	2.3	-14.1	8.1	12.4	6.8	9.1	-14.3	-0.2	14.6
Cn1c(=O)[nH]c(=O)c2c1nc(N1CCCC1)n2CCCSc1nc2ccccc2o1	3.7	-41.6	-25.5	-0.2	-5.9	13.7	-3.0	10.2	-11.9	-4.8	-0.3
CCCC(=O)Nc1ccc(C(=O)COC(=O)C2CC2C)cc1 (centres undefined)	-19.7	-33.4	-29.0	-45.0	-27.9	-24.1	5.9	-15.8	-74.1	4.0	-33.3
NC(=O)CSc1nnc(-c2ccccc2)c(-c2ccccc2)n1	-4.2	-13.8	-2.1	-32.8	3.3	4.2	-1.1	-4.4	0.7	-1.8	-0.9
COc1ccc(-c2nn(Cc3ccccc3)cc2C(=O)N2CCN(c3ncccn3)CC2)cc1OC	-0.4	5.7	-5.3	1.4	14.3	-3.5	8.7	-3.1	22.8	3.0	3.9
CCCCn1c(N)c(N(CC(C)C)C(=O)c2cccc(S(=O)(=O)N3CCCCC3)c2)c(=O)[nH]c1=O	6.0	-50.0	-1.6	-4.2	18.6	-4.5	12.7	-9.1	3.8	4.7	-1.0
NC(=O)CN1C(=O)C(=O)N(Cc2ccccc2)C1=O	-2.6	-5.3	-31.0	0.0	-14.2	-2.8	7.3	1.4	-23.8	-1.2	12.2
COCCSc1nnc(-c2cnccn2)o1	-10.7	-0.8	-11.2	2.4	8.8	2.0	10.5	-10.2	10.8	-23.9	11.8
OC(c1cccc(Cl)c1)c1nc(/C=C/c2ccc(C(F)(F)F)cc2)cs1 (centres undefined)	nt	-0.7	-2.0	-21.9	12.1	-22.3	11.2	-6.7	-7.1	-12.0	-5.8
CCCn1nc(C(=O)Nc2ccc(N3CCOCC3)cc2)c2ccccc2c1=O	-4.2	-6.6	-23.3	20.7	-30.7	15.9	-4.5	-19.3	-11.2	-41.1	-11.0
COc1cc(-c2cc3nc(NCCc4ccncc4)ccn3n2)cc(OC)c1OC	nt	3.4	-1.9	-20.2	26.5	-82.2	4.0	8.6	-12.6	17.8	-77.7
N#Cc1c(C(F)(F)F)cc(-c2cccs2)nc1SCc1ccc(Cl)nc1	5.9	5.9	-9.2	5.0	25.6	-3.1	-8.1	1.7	-24.6	-19.9	-13.9
Cc1cccc(C)c1-n1nnnc1C1c2ccccc2C(=O)N1CCCN1CCOCC1 (centres undefined)	nt	nt	-11.3	nt	11.6	nt	nt	0.9	0.7	1.1	11.5
CC(OC(=O)c1ccc(NC(=O)CC#N)cc1)C(=O)Nc1nc(-c2ccccc2)cs1 (centres undefined)	-14.1	-61.0	34.7	-62.3	-48.4	-23.1	15.7	21.1	-79.3	28.2	-30.6
COc1cc(NC(=O)c2ccccc2)c(OC)cc1Cl	-10.3	-5.0	5.8	3.7	39.5	-3.8	-12.1	10.6	6.9	10.8	-0.1
Cc1ccc(-c2nc(NC(=O)CSc3ncn[nH]3)ns2)cc1	-15.4	-15.7	8.5	-10.7	-33.4	6.1	14.8	-14.4	-20.2	6.8	-1.8
COc1cccc(/C=C/C(=O)OCC(=O)Nc2ccc(N3CCOCC3)cc2)c1OC	-15.2	2.7	12.1	-18.0	28.8	-12.6	-0.7	-2.5	-9.2	-10.3	2.2
CCOc1ccc2nc(N3C(=O)/C(=C/c4ccc(Cl)cc4)NC3=S)sc2c1	-6.6	-30.3	-55.8	-16.6	-17.6	26.7	-15.5	16.3	-19.1	-19.7	-15.2
COc1ccccc1-c1sc2cc3c(cc2c1-c1ccc2c(c1)OCO2)OCO3	-49.7	-11.7	-63.2	-28.7	-31.3	-40.1	11.1	3.9	-29.9	-30.0	-14.6
O=C(Nc1ccccc1OC(=O)c1ccc(Cl)cc1)c1ccc(Cl)cc1	21.8	-62.6	3.2	-63.4	-10.5	1.9	5.1	28.2	-19.4	31.7	-6.1
Cc1ccc(C(=O)CN(C(=O)c2ccc(Cl)c(Cl)c2)N2C(=O)C3C4C=CC(C4)C3C2=O)cc1 (centres undefined)	-5.2	-28.0	-15.6	0.6	1.3	2.3	-5.4	-11.6	-9.1	5.7	9.5
CCn1c(-c2csc(C(C)C)c2)n[nH]c1=S	21.3	-13.9	-30.2	-14.1	-7.0	13.7	-7.6	0.3	-28.5	-11.7	-2.3
COC(=O)C1=CN(Cc2ccc(C)cc2)C=C(C(=O)OC)C1c1cc(OC)c(OC)c(OC)c1	-31.0	-2.8	12.2	-21.0	-23.2	26.2	-9.5	12.5	-25.1	-10.7	8.9
CCOCCCN(C(=O)CCC(=O)Nc1cc(C)on1)C(C(=O)NC(C)(C)C)c1ccccc1Cl (centres undefined)	-4.3	-38.9	-9.1	1.7	1.2	-9.4	-10.5	-21.5	30.1	6.5	6.4
Cc1cccc(C(C)C)c1NC(=O)COC(=O)COc1ccc2c(C)cc(=O)oc2c1	-2.3	0.1	4.8	2.7	8.0	-15.1	7.4	2.6	-6.0	-12.4	12.4
CCn1c(=O)cc(N2CCN(Cc3ccccc3)CC2)[nH]c1=O	-2.6	13.2	12.4	4.7	-2.5	-11.3	-18.2	0.1	-11.1	11.9	-18.4
CN(C(=O)c1cccc(NC(=O)Cc2ccc(NC(=O)C3CCN(C(=O)C4CCCCC4)CC3)cc2)c1)C1CC1	-6.5	3.4	3.8	-1.8	5.2	-4.5	17.2	4.5	-2.2	-0.5	-10.3
O=C(NC1CC2CCC(C1)N2Cc1ccccc1)c1cccc(F)c1 (centres undefined)	-4.8	3.4	-21.8	15.0	11.5	-8.5	-14.5	6.4	-30.8	-9.2	-10.9
Cc1c(NC(=O)C(C)OC(=O)Cc2ccc(F)cc2)c(=O)n(-c2ccccc2)n1C (centres undefined)	-0.3	-31.5	-21.2	0.3	-7.6	-3.1	7.7	1.2	0.2	0.9	0.4
C=CCSc1nc(N)c2c(C)c(C)sc2n1	3.5	-38.2	-66.8	-29.3	-51.2	-24.1	5.7	8.8	-20.5	-14.3	-32.7

Whole records, looked up by structure. Order of values: LMP1 NFkB inh, NCOA1 inh, TROY signal inh, SRC3 inh, NR5A2 inv ag, CF NFkB block, KKLEB tox, C8 TRAIL sens, NCOA2 inhibitor, TWEAK Fn14 block, COUP-TFII inh
Entry for CN(C(=O)c1cccc(NC(=O)Cc2ccc(NC(=O)C3CCN(C(=O)C4CCCCC4)CC3)cc2)c1)C1CC1 = -6.5, 3.4, 3.8, -1.8, 5.2, -4.5, 17.2, 4.5, -2.2, -0.5, -10.3
Entry for CCn1c(=O)cc(N2CCN(Cc3ccccc3)CC2)[nH]c1=O = -2.6, 13.2, 12.4, 4.7, -2.5, -11.3, -18.2, 0.1, -11.1, 11.9, -18.4
